SRC3 TRFRET art – TR-FRET detection interference compounds, artefact control for PPARgamma SRC-3 recruitment agonists, biochemical, TR-FRET ratio; TR-FRET artefact counter-screen, PPARgamma/SRC-3 format; stronger effect = higher value; TR-FRET ratio at 8 µM; 99,000 compounds, 0.39% hits; AID 1048, 2008; in the data active = TR-FRET ratio above about 2000; also: inactives centre near 1600
SRC1 TRFRET art – TR-FRET detection interference compounds, primary screen, artefact control for PPARgamma SRC-1 recruitment agonists, biochemical, TR-FRET emission ratio | TR-FRET detection artefact counter-screen; stronger effect = higher value | TR-FRET ratio at 8 µM | 99,000 compounds, 0.34% hits | AID 1051, 2008; in the data active = TR-FRET ratio above about 2300; also: inactives centre near 1800
Numbers without * were called inactive. These rows are one share of the data; rates above refer to the full screens.

What do the screens show for `Fc1ccc(NC(=S)N2CCN(c3ncccn3)CC2)cc1`?
SRC3 TRFRET art: 1627; SRC1 TRFRET art: 1878

Results for O=C(CSc1nc2ccccc2[nH]1)N1c2ccccc2Sc2ccccc21 ?
SRC3 TRFRET art: 1611; SRC1 TRFRET art: 1776

How did O=C(/C=C/c1cccs1)N1CCOCC1 do in these assays?
SRC3 TRFRET art: 1483; SRC1 TRFRET art: 1833

Results for CCOC(=O)C1(CCCc2ccccc2)CCN(C(=O)c2ocnc2C)CC1 ?
SRC3 TRFRET art: 1810; SRC1 TRFRET art: 1641

Results for COCCN(Cc1ccccc1)C(=S)Nc1ccc(OC(F)F)cc1 ?
SRC3 TRFRET art: 1487; SRC1 TRFRET art: 1523

Results for COc1ccc(NC(=O)NCc2ccccc2F)cc1OC ?
SRC3 TRFRET art: 1547; SRC1 TRFRET art: 1639

How did COc1ccc(-c2ccc(=O)n(Cc3cccc([N+](=O)[O-])c3)n2)cc1 do in these assays?
SRC3 TRFRET art: 1553; SRC1 TRFRET art: 1987

What do the screens show for `O=C(CCCCCn1c(=S)[nH]c2ccc(N3CCOCC3)cc2c1=O)NCc1ccc(Cl)cc1`?
SRC3 TRFRET art: 2786*; SRC1 TRFRET art: 2133

How did c1cnc2c(Oc3ncnc4sccc34)cccc2c1 do in these assays?
SRC3 TRFRET art: 1647; SRC1 TRFRET art: 2002

How did Cc1cc(C(=O)NCCc2ccc(Cl)cc2)no1 do in these assays?
SRC3 TRFRET art: 1525; SRC1 TRFRET art: 1868

How did C[C@H](NC(=O)c1ccco1)C(=O)Nc1ccc2c(c1)OCO2 do in these assays?
SRC3 TRFRET art: 1618; SRC1 TRFRET art: 1901

How did O=C1CN(C(=O)COC(=O)CNS(=O)(=O)/C=C/c2ccccc2)c2ccccc2N1 do in these assays?
SRC3 TRFRET art: 1719; SRC1 TRFRET art: 2042

How did Cc1c(Br)c(=O)oc2c(C)c(O)ccc12 do in these assays?
SRC3 TRFRET art: 1812; SRC1 TRFRET art: 2159

What do the screens show for `CCOc1ccc(NC2OC(C)C(O)C(O)C2O)c([N+](=O)[O-])c1` (stereo unspecified)?
SRC3 TRFRET art: 1685; SRC1 TRFRET art: 1971

How did C/C(=N\NC(=O)c1ccncc1)c1ccc(N(C)C)cc1 do in these assays?
SRC3 TRFRET art: 1507; SRC1 TRFRET art: 1751

What do the screens show for `O=C(NCCN1CCN(c2ccccc2)CC1)C1(S(=O)(=O)c2ccc(Cl)cc2)CC1`?
SRC3 TRFRET art: 1559; SRC1 TRFRET art: 1655

How did O=C1NC(=Nc2ccccc2)c2ccc([N+](=O)[O-])cc21 do in these assays?
SRC3 TRFRET art: 1483; SRC1 TRFRET art: 1844

What do the screens show for `NN1C(=O)NC(c2ccccc2)(c2ccccc2)C1=O`?
SRC3 TRFRET art: 1612; SRC1 TRFRET art: 2063

How did CCC(=O)Nc1cccc(NC(=S)NC(=O)c2cc3ccccc3o2)c1 do in these assays?
SRC3 TRFRET art: 1386; SRC1 TRFRET art: 1527

Results for O=C(Nc1nnc(-c2ccco2)s1)c1ccccc1 ?
SRC3 TRFRET art: 1832; SRC1 TRFRET art: 2252

How did CCCNC(=O)c1ccccc1NC(=O)c1ccccc1N(C)S(=O)(=O)c1ccccc1 do in these assays?
SRC3 TRFRET art: 1536; SRC1 TRFRET art: 1521

What do the screens show for `COc1ccc(OCCSc2nnc(-c3cccnc3)n2N)cc1`?
SRC3 TRFRET art: 1695; SRC1 TRFRET art: 2006

Results for CCc1nnc(NC(=O)C2CCCO2)s1 (stereo unspecified) ?
SRC3 TRFRET art: 1497; SRC1 TRFRET art: 1607

How did O=C(CSc1ccccc1Cl)NC1CCCc2ccccc21 (stereo unspecified) do in these assays?
SRC3 TRFRET art: 1791; SRC1 TRFRET art: 2061

Results for CC1Nc2ccccc2C(=O)N1NS(C)(=O)=O (stereo unspecified) ?
SRC3 TRFRET art: 1418; SRC1 TRFRET art: 1676

What do the screens show for `CCN1CCN(C(=O)CCc2nc3ccccc3n2-c2ccccc2)CC1`?
SRC3 TRFRET art: 1350; SRC1 TRFRET art: 1679

What do the screens show for `COc1cccc(/C=C/C(=O)OCC(=O)Nc2cc(S(=O)(=O)N3CCOCC3)ccc2C)c1`?
SRC3 TRFRET art: 1698; SRC1 TRFRET art: 2040

How did O=C(CSC1=NCCS1)c1ccc(Cl)cc1 do in these assays?
SRC3 TRFRET art: 1531; SRC1 TRFRET art: 1962

Results for Cc1cccc(C)c1NC(=O)CN1N=NC2C(=O)N(c3cccc(Cl)c3)C(=O)C21 (stereo unspecified) ?
SRC3 TRFRET art: 1519; SRC1 TRFRET art: 1761

Results for COc1ccc(Cn2c(O)c(C=Nc3ccc(OC)cc3)c3ccccc3c2=O)cc1 ?
SRC3 TRFRET art: 1384; SRC1 TRFRET art: 1782

Results for CCCCn1c(SCC(=O)N(C)C)nnc1-c1ccncc1 ?
SRC3 TRFRET art: 1644; SRC1 TRFRET art: 2111

What do the screens show for `COc1cc(NC(=S)NC(=O)c2cccs2)ccc1NC(=O)C(C)C`?
SRC3 TRFRET art: 1581; SRC1 TRFRET art: 1987

What do the screens show for `Cc1cc(Cl)cc(Cl)c1CNc1c([N+](=O)[O-])c(=O)oc2ccccc12`?
SRC3 TRFRET art: 1446; SRC1 TRFRET art: 1785

How did CC1(C)CC(=O)c2cc(C(=O)NC3CCSC3=O)c(=O)n(-c3ccc(Cl)cc3)c2C1 (stereo unspecified) do in these assays?
SRC3 TRFRET art: 1565; SRC1 TRFRET art: 1866

Results for COc1ccc(C(=O)Nc2ccc(N3CCN(C)CC3)cc2)cc1[N+](=O)[O-] ?
SRC3 TRFRET art: 1582; SRC1 TRFRET art: 1910

Results for C=CCn1c(=O)c2ccccc2n2c(SCc3csc(-c4ccccc4)n3)nnc12 ?
SRC3 TRFRET art: 1392; SRC1 TRFRET art: 1847

Results for Cc1cc(C)c2nc(N3CCC(C(=O)NCCCN4CC(C)CC(C)C4)CC3)sc2c1 (stereo unspecified) ?
SRC3 TRFRET art: 1511; SRC1 TRFRET art: 1725

What do the screens show for `CCn1c(C)[n+](CC)c2ccc(C(=O)N(C)c3ccccc3)cc21`?
SRC3 TRFRET art: 1570; SRC1 TRFRET art: 1797

What do the screens show for `COc1cccc2cc(C(=O)Nc3ccc(F)cc3)c(=Nc3ccc(C(=O)O)cc3)oc12`?
SRC3 TRFRET art: 1406; SRC1 TRFRET art: 1692

What do the screens show for `Cc1cccc2[nH]c(CN(C)C(=O)CC3C(=O)NCCN3CC(C)(C)C)nc12` (stereo unspecified)?
SRC3 TRFRET art: 1593; SRC1 TRFRET art: 1804

Results for Cc1cc(NC(=O)c2ccccc2-c2ccccc2)ccc1Br ?
SRC3 TRFRET art: 1599; SRC1 TRFRET art: 1752

Results for CN(Cc1ccccc1)C(=O)CN1CCN(C(c2ccccc2)c2ccccc2)CC1 ?
SRC3 TRFRET art: 1768; SRC1 TRFRET art: 1741

Results for O=C(N/N=C/c1ccc(N2CCOCC2)s1)c1ccccc1Br ?
SRC3 TRFRET art: 1766; SRC1 TRFRET art: 1624

Results for Cn1cnnc1SC1c2cccc3cccc(c23)C1NS(=O)(=O)c1ccccc1 (stereo unspecified) ?
SRC3 TRFRET art: 1533; SRC1 TRFRET art: 1722

What do the screens show for `Cc1ccc(NC(=O)c2cccc(NC(=O)CCC(=O)O)c2)cc1C`?
SRC3 TRFRET art: 1438; SRC1 TRFRET art: 1805

Results for COc1ccc(CCNc2oc(-c3ccc(OC)c(OC)c3)nc2P(=O)(OC)OC)cc1OC ?
SRC3 TRFRET art: 1531; SRC1 TRFRET art: 1957

What do the screens show for `Cc1ccc(N(CC2CO2)S(=O)(=O)c2ccc(C)cc2)cc1` (stereo unspecified)?
SRC3 TRFRET art: 1562; SRC1 TRFRET art: 1657

What do the screens show for `CCCCCCC(=O)NNC(=O)c1c(O)c2ccccc2n(CCC)c1=O`?
SRC3 TRFRET art: 1440; SRC1 TRFRET art: 1722

Some of these compounds in order of SMILES length, largest number first.
What do the screens show for `COc1cccc2cc(C(=O)Nc3ccc(F)cc3)c(=Nc3ccc(C(=O)O)cc3)oc12`?
SRC3 TRFRET art: 1406; SRC1 TRFRET art: 1692

Results for COc1ccc(CCNc2oc(-c3ccc(OC)c(OC)c3)nc2P(=O)(OC)OC)cc1OC ?
SRC3 TRFRET art: 1531; SRC1 TRFRET art: 1957

Results for Cc1cc(C)c2nc(N3CCC(C(=O)NCCCN4CC(C)CC(C)C4)CC3)sc2c1 (stereo unspecified) ?
SRC3 TRFRET art: 1511; SRC1 TRFRET art: 1725

What do the screens show for `CCn1c(C)[n+](CC)c2ccc(C(=O)N(C)c3ccccc3)cc21`?
SRC3 TRFRET art: 1570; SRC1 TRFRET art: 1797

What do the screens show for `Cc1ccc(NC(=O)c2cccc(NC(=O)CCC(=O)O)c2)cc1C`?
SRC3 TRFRET art: 1438; SRC1 TRFRET art: 1805

What do the screens show for `Cc1ccc(N(CC2CO2)S(=O)(=O)c2ccc(C)cc2)cc1` (stereo unspecified)?
SRC3 TRFRET art: 1562; SRC1 TRFRET art: 1657

(cont.)
Results for Cc1ccc2[nH]cc(C(=O)CCl)c2c1 ?
SRC3 TRFRET art: 1561; SRC1 TRFRET art: 1830

How did Cn1c(=O)c(Sc2ccc(Cl)cc2)c(O)c2ccccc21 do in these assays?
SRC3 TRFRET art: 1816; SRC1 TRFRET art: 2036

Results for O=C(C1=C[C@H](c2coc3ccccc3c2=O)C[C@H](OCCCCO)O1)N1CCOCC1 ?
SRC3 TRFRET art: 1423; SRC1 TRFRET art: 1852

What do the screens show for `CCNC(=O)c1ccc(C23CC4CC(CC(C4)C2)C3)o1`?
SRC3 TRFRET art: 1505; SRC1 TRFRET art: 1979

How did CCn1c2ccc(C)cc2c2nnc(NN)nc21 do in these assays?
SRC3 TRFRET art: 1466; SRC1 TRFRET art: 1956

What do the screens show for `Cc1ccc(SCCC(=O)Nc2cc(C)on2)cc1`?
SRC3 TRFRET art: 1514; SRC1 TRFRET art: 1826

How did Cc1cc2oc(=O)cc(CN3CCCc4ccccc43)c2cc1C do in these assays?
SRC3 TRFRET art: 1632; SRC1 TRFRET art: 1781

Results for CCOc1cc(NC(=S)NCCCN2CCOCC2)c(OCC)cc1NC(=O)c1ccc(C)cc1 ?
SRC3 TRFRET art: 1590; SRC1 TRFRET art: 1933

What do the screens show for `CC(C)(SC(=S)N1CCCCCC1)C(=O)O`?
SRC3 TRFRET art: 1388; SRC1 TRFRET art: 1572

Results for Cc1c(/C=N/NC(=O)C(NC(=O)c2ccc3c(c2)OCO3)C(C)C)c2ccccc2n1C (stereo unspecified) ?
SRC3 TRFRET art: 1448; SRC1 TRFRET art: 1901

Results for Cc1ccc(OCCOC(=O)c2nc3nccc(C)n3n2)cc1 ?
SRC3 TRFRET art: 1489; SRC1 TRFRET art: 1468

How did COC(C(=O)Nc1c(F)cccc1F)c1ccccc1 (stereo unspecified) do in these assays?
SRC3 TRFRET art: 1443; SRC1 TRFRET art: 1613

What do the screens show for `O=C(Oc1ccccc1)n1c(=S)oc2ccccc21`?
SRC3 TRFRET art: 1703; SRC1 TRFRET art: 1772

What do the screens show for `Cc1cccc(C(=O)Nc2cccc(Br)c2)c1[N+](=O)[O-]`?
SRC3 TRFRET art: 1505; SRC1 TRFRET art: 1820

What do the screens show for `CCOC(=O)c1cc(-c2ccccc2)n(CC(=O)Nc2ccc(OCC)cc2)c1C`?
SRC3 TRFRET art: 1457; SRC1 TRFRET art: 1824

Results for CCc1cccc(NC(=O)C2CCN(S(=O)(=O)c3c(C)noc3C)CC2)c1 ?
SRC3 TRFRET art: 1520; SRC1 TRFRET art: 1989

Results for COc1cccc2cc(C(=O)N(Cc3cccs3)CC3CCCO3)c(=O)oc12 (stereo unspecified) ?
SRC3 TRFRET art: 1699; SRC1 TRFRET art: 1782

How did CCCNC(=O)CSC1=N/C(=C/c2ccc(F)cc2)C(=O)N1CC do in these assays?
SRC3 TRFRET art: 1505; SRC1 TRFRET art: 1549

Results for CCOC(=O)Cn1nnc(-c2ccc([N+](=O)[O-])cc2)n1 ?
SRC3 TRFRET art: 1545; SRC1 TRFRET art: 1878

What do the screens show for `CC1CCN(C(=O)CSc2nnc(Cc3ccccc3)o2)CC1`?
SRC3 TRFRET art: 1705; SRC1 TRFRET art: 1851

How did O=C(CSc1ccc(-c2ccco2)nn1)N1CCCCC1 do in these assays?
SRC3 TRFRET art: 1504; SRC1 TRFRET art: 1629

How did CC1CCCN(c2ccc(C(=O)NCc3ccc4c(c3)OCO4)cc2[N+](=O)[O-])C1 (stereo unspecified) do in these assays?
SRC3 TRFRET art: 1396; SRC1 TRFRET art: 1646

How did O=C(CSc1nc2ccccc2s1)N/N=C/c1ccc(C(=O)O)cc1 do in these assays?
SRC3 TRFRET art: 1494; SRC1 TRFRET art: 1933

Results for CC1=C(C(=O)NC2CCCCC2C)C2(CCC(C)CC2)OC1=O (stereo unspecified) ?
SRC3 TRFRET art: 1656; SRC1 TRFRET art: 1667

Fetched one by one from the list above, 3 records:
Results for CCOC(=O)Cn1nnc(-c2ccc([N+](=O)[O-])cc2)n1 ?
SRC3 TRFRET art: 1545; SRC1 TRFRET art: 1878

How did O=C(CSc1nc2ccccc2s1)N/N=C/c1ccc(C(=O)O)cc1 do in these assays?
SRC3 TRFRET art: 1494; SRC1 TRFRET art: 1933

How did CC1CCCN(c2ccc(C(=O)NCc3ccc4c(c3)OCO4)cc2[N+](=O)[O-])C1 (stereo unspecified) do in these assays?
SRC3 TRFRET art: 1396; SRC1 TRFRET art: 1646

The list continues:
Results for O=C(Nc1nnc(SCc2ccccc2)s1)c1cccc([N+](=O)[O-])c1 ?
SRC3 TRFRET art: 1434; SRC1 TRFRET art: 1737

What do the screens show for `CCOc1ccccc1CNCCOC`?
SRC3 TRFRET art: 1538; SRC1 TRFRET art: 1985

Results for Fc1cccc(Cl)c1/C=N/Nc1c(Cl)cncc1Cl ?
SRC3 TRFRET art: 1583; SRC1 TRFRET art: 1889

What do the screens show for `NC(=O)c1oc2ccccc2c1NC(=O)C1CCCCC1`?
SRC3 TRFRET art: 1662; SRC1 TRFRET art: 1823

From PubChem
